Screens deposited in PubChem by The Scripps Research Institute Molecular Screening Center.
MITF primary: inhibitors of human MITF; AlphaScreen MITF homodimerization, bead proximity signal; inhibition, % at 2.6 µM; 650,000 compounds, 0.91% hits; AID 1259374; in the data active = inhibition above about 50%;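 also: 0% = vehicle wells with protein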
Target sequence (O75030 whole entry, looked up): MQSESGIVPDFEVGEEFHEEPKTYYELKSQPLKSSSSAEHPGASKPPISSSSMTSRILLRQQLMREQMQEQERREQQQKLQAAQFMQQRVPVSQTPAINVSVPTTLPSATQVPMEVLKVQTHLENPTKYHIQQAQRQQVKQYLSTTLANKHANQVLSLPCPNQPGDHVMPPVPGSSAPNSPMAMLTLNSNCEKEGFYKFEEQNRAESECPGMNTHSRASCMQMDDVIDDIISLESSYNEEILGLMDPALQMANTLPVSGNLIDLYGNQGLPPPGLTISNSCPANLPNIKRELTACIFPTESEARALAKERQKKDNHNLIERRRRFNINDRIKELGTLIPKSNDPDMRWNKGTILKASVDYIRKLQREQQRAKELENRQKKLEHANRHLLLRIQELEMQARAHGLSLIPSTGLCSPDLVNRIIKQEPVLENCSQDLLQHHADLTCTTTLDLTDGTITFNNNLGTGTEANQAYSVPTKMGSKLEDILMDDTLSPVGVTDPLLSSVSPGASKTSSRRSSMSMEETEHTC
FBW7 act: human FBW7 E3 ligase activation, primary screen | Q969H0 | AlphaScreen FBW7–phospho-cyclin E peptide binding, activator screen | normalized activity (activation), % at 26.1 µM | 650,000 compounds, 0.13% hits | AID 1259310; in the data active = normalized activity above about 1.9%;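 also: purified mutant Fbw7 with reduced substrate affinity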
TEAD-YAP block: TEAD-YAP interaction inhibition; HEK-TIYL cells, TEAD-Gal4/YAP UAS-luciferase luminescence; inhibition, % at 9.12 µM; 640,000 compounds, 1.4% hits; in the data active = inhibition above about 32%;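 also: 0% = median of test compound wells and 100% = reference inhibitor wells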
GPR151 activ: human GPR151 activation. Q8TDV0. PathHunter beta-arrestin GPR151 cells, luminescence. activation, % at 11.2 µM. 650,000 compounds, 1% hits; in the data active = activation above about 4.9%;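 also: 0% = median of compound wells and 100% = cells with positive control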
Target sequence (Q8TDV0 whole entry, looked up): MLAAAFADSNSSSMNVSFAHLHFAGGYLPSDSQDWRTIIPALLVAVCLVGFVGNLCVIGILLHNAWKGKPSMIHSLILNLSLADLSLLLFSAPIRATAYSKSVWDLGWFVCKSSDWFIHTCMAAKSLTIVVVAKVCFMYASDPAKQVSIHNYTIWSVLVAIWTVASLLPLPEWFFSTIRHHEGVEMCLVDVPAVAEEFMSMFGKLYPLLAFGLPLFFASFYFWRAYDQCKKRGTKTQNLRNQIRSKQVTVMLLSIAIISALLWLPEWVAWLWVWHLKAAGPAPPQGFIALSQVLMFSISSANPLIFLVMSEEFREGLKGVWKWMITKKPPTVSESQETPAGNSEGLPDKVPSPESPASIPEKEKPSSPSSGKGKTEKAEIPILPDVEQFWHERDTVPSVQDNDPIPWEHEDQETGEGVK
An asterisk follows results filed as active; & = joins results of further samples. Not a hit list; any-hit rate near 3.5%.

SMILES | MITF primary | FBW7 act | TEAD-YAP block | GPR151 activ
O=C(CC(=O)Nc1cccc(C(F)(F)F)c1)N/N=C/c1ccc2c(c1)OCO2 | 4 | 0.1 | 11 | 0.4
Cc1ccc(-c2nnc(SCC(=O)N3CC(C)CC(C)C3)o2)cc1 (stereo unspecified) | -3 | -0.2 | -4 | 0.4
O=C(Nc1nnc(-c2ccccc2Cl)s1)c1ccccc1 | -5 | -0.1 | -4 | -0.5
CCN(CC)C(=O)C1=CC(c2ccc(F)cc2)=NS(=O)(=O)N1C | 8 | -0.1 | 12 | 2.0
CC1(C)CC(=O)C2=C(C1)N(c1cccc([N+](=O)[O-])c1)C(N)=C(C#N)C2c1ccc2c(c1)OCO2 (stereo unspecified) | 1 | -0.1 | -1 | -1.0
COc1cc(/C=C2\N=C(c3cccc(Br)c3)OC2=O)ccc1OC(C)=O | 12 | 0.1 | -1 | 0.9
O=c1/c(=C\c2cc3c(cc2Br)OCO3)sc2nc3ccccc3n12 | -14 | -0.1 | 10 | 1.2
Cc1cc(NC(=O)Cc2cccc3ccccc23)no1 | -4 | 0.0 | -13 | -0.3
CCc1nn(CC(=O)NCc2ccco2)c(=O)c2cc3occc3n12 | 12 | 0.0 | -9 | 0.1
Cc1cccc(NC(=O)c2nc(S(C)(=O)=O)ncc2Cl)c1 | 7 | 0.2 | -19 | -1.0
Cc1nn(C)c(C)c1S(=O)(=O)N1CCC(CO)(CC2CCCCO2)CC1 (stereo unspecified) | 6 | 0.4 | 13 | -1.1
COc1ccc(CNC(=O)c2nn(Cc3ccccn3)c3c2CN(Cc2ccccn2)CC3)cc1 | 26 | 0.0 | 5 | 0.0
CCOc1ccc(-n2c(=C(C#N)C#N)s/c(=C/c3ccc(C(=O)OC)cc3)c2=O)cc1 | 1 | -0.2 | -3 | 0.6
CCOc1ccc(C(=O)Nc2cc(OC)ccc2OC)cc1[N+](=O)[O-] | -8 | -0.1 | 0 | -0.9
CC1(C)OC(C)(C)/C(=C\c2ccc(OCC(N)=O)cc2)C1=O | 15 | -0.1 | 1 | -1.0
O=C(NC1CC1)c1ccc(-c2nc(Nc3ccccc3)c3ncn(Cc4ccc(C(F)(F)F)cc4)c3n2)cc1 | -5 | -0.1 | -16 | 1.1
CCOC(=O)N1CCN(C(=O)C(C)Oc2ccc(Cl)cc2Cl)CC1 (stereo unspecified) | -7 | -0.1 | 16 | -0.8
CCn1c(C(=O)O)c(CNCc2cccc(Cl)c2)c2ccc(C)cc21 | -3 | -0.1 | 4 | 0.7
CN1C(=O)N(c2ccccc2)C(Nc2nncs2)C1(C)C (stereo unspecified) | -18 | -0.1 | -8 | 0.4
Nn1c(SCc2c(Cl)cccc2Cl)nnc1-c1ccncc1 | 12 | -0.1 | 8 | -1.5
CCOC(=O)C1CCCN(Cc2cc(Br)c(O)c(OC)c2)C1 (stereo unspecified) | 21 | 0.6 | 4 | -0.3
COc1ccccc1/C=C/CN1CCN(C)CC1 | 44 | 0.0 | -2 | -0.5
COc1cc(/C=C2/C(=O)N(c3ccccc3)N=C2C)cc(I)c1O | 19 | -0.1 | 5 | 0.1
CC(NC(=O)/C(C#N)=C/c1ccc(OCC(=O)NCC2CCCO2)cc1)c1ccccc1 (stereo unspecified) | 11 | 0.2 | -2 | -1.8
O=C1C2CC=C(Cl)CC2C(=O)N1c1ccccc1O (stereo unspecified) | 1 | -0.1 | 5 | -0.2

The last 3 records of the part above are carried over, then new ones follow.
SMILES | MITF primary | FBW7 act | TEAD-YAP block | GPR151 activ
COc1cc(/C=C2/C(=O)N(c3ccccc3)N=C2C)cc(I)c1O | 19 | -0.1 | 5 | 0.1
CC(NC(=O)/C(C#N)=C/c1ccc(OCC(=O)NCC2CCCO2)cc1)c1ccccc1 (stereo unspecified) | 11 | 0.2 | -2 | -1.8
O=C1C2CC=C(Cl)CC2C(=O)N1c1ccccc1O (stereo unspecified) | 1 | -0.1 | 5 | -0.2
Cc1nn(C)c(C)c1-c1cc(C(=O)NCc2ccccc2)ccn1 | 2 | 0.1 | 3 | 1.1
COC(CNC(=O)c1ccc2c(c1)nc(C)n2-c1cccc(Cl)c1)OC | -35 | 0.4 | 2 | -0.1
CC(=O)Nc1cccc(NC(=O)c2n[nH]c(=O)c3ccccc23)c1 | 12 | 0.0 | -7 | 1.5
COC(=O)c1cc(NC(=O)CCc2ccccc2)cc(C(=O)OC)c1 | -1 | 0.2 | 9 | 1.0
CCOC(=O)c1cccc(NC(=O)CSc2nnnn2-c2ccc(OC)cc2OC)c1 | 5 | -0.1 | 8 | 0.0
N#CC(C(=O)C1c2ccccc2Oc2ccccc21)c1ccccn1 (stereo unspecified) | 8 | 0.4 | -2 | -1.6
O=C(/C=C/c1ccco1)NC(=S)Nc1ccc(Cl)c(C(=O)O)c1 | 76* | -0.2 | -2 | 0.1
C/C(=N/NC(=O)c1ccc(O)cc1)c1ccccc1O | -7 | -0.1 | -51 | 0.4
Cc1cc(C)n2nc(C(=O)NC(C)C3CC4CCC3C4)nc2n1 (stereo unspecified) | -17 | 0.2 | 0 | 1.7
Cc1ccccc1Cn1nnc(C(=O)O)c1C(=O)O | 14 | 0.5 | 2 | -1.3
CC(=O)c1c(C)n(CCOc2ccc(Cl)cc2C)c2ccc(O)cc12 | 11 | -0.2 | 22 | 0.0
Nc1nc(SCC(=O)Nc2cc(Cl)c(Cl)cc2Cl)n[nH]1 | 4 | 0.3 | 23 | -0.1
CC1=CC(C)C(COC(=O)CN2CCOCC2)C(C)C1 (stereo unspecified) | 15 | 0.1 | -4 | -0.1
Cc1ccc2nc(Sc3ccc(C=O)o3)[nH]c2c1 | 6 | 0.2 | 6 | -0.2
CCCc1[nH]nc2c1C(c1cccc(Cl)c1Cl)C(C#N)=C(N)O2 (stereo unspecified) | 5 | 0.1 | 12 | 0.7
CC(C)=CCc1c(O)cc2oc(C)cc(=O)c2c1O | -1 | -0.1 | -30 | 0.6
CC1CCN(C(=O)Cn2c(=O)n(C(C)C)c3ncccc32)CC1 | 8 | 0.2 | -8 | -0.6
COc1ccccc1C(=O)Oc1ccccc1-c1ccccc1OC(=O)c1ccccc1OC | 8 | 0.0 | -12 | 0.1
COc1cc(/C=N/NC(=O)CNC(=O)c2ccc3c(c2)OCCO3)ccc1O | -18 | 0.0 | 0 | 0.0
COCCN1C(=O)c2ccccc2C(C(=O)N2CCCC2)C1c1ccc(F)cc1 (stereo unspecified) | -8 | 0.1 | 5 | -0.6
CCC1CCCCN1C(=O)c1ccc(N2CC3CC(C2)c2cccc(=O)n2C3)c(NC(=O)/C=C/c2ccccc2)c1 (stereo unspecified) | -7 | -0.3 | -7 | -0.2
O=c1[nH]c(-c2ccccc2)nc2c1C1(CCCC1)Cc1ccccc1-2 | 6 | 0.2 | -6 | -0.5
O=C1C(=O)N(CCCN2CCOCC2)C(c2ccccc2F)/C1=C(\O)c1ccc(S(=O)(=O)N2CCOCC2)cc1 (stereo unspecified) | 3 | -0.1 | 5 | -0.5
CCn1c2ccccc2c2cc(CN3CCN(C(=O)c4cccnc4)CC3)ccc21 | 58* | 0.0 | -4 | 0.0
CNCCCOc1cccc(C(F)(F)F)c1 | 18 | -0.1 | -3 | 2.2

(list continues)
SMILES | MITF primary | FBW7 act | TEAD-YAP block | GPR151 activ
CCc1ccc(CN2CCC3(CC2)CC3C(=O)N2CCN(Cc3ccccc3)CC2)o1 (stereo unspecified) | 1 | 0.0 | 10 | 1.2
Cc1cc(=O)n(-c2ccc(I)cc2)[nH]1 | 5 | -1.1 | 7 | -0.2
O=C(Nc1ccccc1)OCC12COC(c3ccccc3)N1C(c1ccccc1)OC2 (stereo unspecified) | -3 | 0.0 | -5 | 0.2
CCOC(=O)CN1C(=O)Nc2ccccc2C(=O)N1C(C)(C)C | -2 | 0.0 | 9 | 0.2
CCN(CC)c1ccc(/C=C2/C(=O)NN(c3ccc(C)cc3)C2=O)c(O)c1 | 5 | 0.2 | 14 | 3.3
COc1ccc(NC(=O)/C(C#N)=C/c2ccccc2[N+](=O)[O-])cc1 | -2 | -0.1 | -4 | 0.5
COc1ccc(S(=O)(=O)N2CCOc3ccccc32)cc1 | 19 | 0.0 | 49* | 0.5
CC1=C(C(=O)Nc2cccnc2)C(c2ccccc2Cl)n2ncnc2N1 (stereo unspecified) | -11 | 0.0 | 0 | 0.1
COC(=O)C(=C/C=C/N(C(C)C)C(C)C)C(=O)OC | -1 | 0.0 | -2 | 0.6
O=C1CSC(c2ccccc2C(F)(F)F)N1c1cccc(F)c1 (stereo unspecified) | 21 | 0.5 | -1 | 0.1
CCOC(=O)C1CCCN(c2cc(C)nc3c(-c4ccccc4OC)c(C)nn23)C1 (stereo unspecified) | -10 | -0.2 | -8 | 0.7
COc1ccc(NC(=S)NCc2ccc3c(c2)OCO3)cc1 | 9&-2&2 | 0.2&-0.1&0.2 | 1&-3&6 | 0.2&2.1&-0.7
CCCc1nnc(SCC(=O)N2CCc3ccccc32)n1CC1CCCO1 (stereo unspecified) | 8 | -0.2 | 4 | 1.1
Cc1ccc(/C=N/n2cnc3sc(C)c(-c4ccccc4)c3c2=O)o1 | -10 | 0.0 | 2 | 1.2
CN(C)C(=O)c1ccc(N2CCC(NCCc3ccccc3C(F)(F)F)CC2)cc1 | 7 | 0.0 | 1 | -1.5
COC(C(=O)N1CCc2nc(N3CCCCC3)[nH]c(=O)c2C1)c1ccccc1 (stereo unspecified) | -10 | 0.1 | 6 | -1.6
c1ccc(OCCNc2nc(Nc3ccc(-n4ccnc4)cc3)nc3c2ncn3C2CCCCC2)cc1 | 13 | -0.3 | 5 | 2.5
CCCCc1ccc(C2=N/C(=C\c3ccc(F)cc3)C(=O)N2c2ccc(Cl)cc2)cc1 | -3 | -0.1 | 2 | 0.2
CCOC(=O)C1C(=O)CC(C)(O)C(C(=O)OCC)C1c1ccc(N(CC)CC)cc1 (stereo unspecified) | -10 | -0.1 | -5 | -0.3
CCOC(=O)Cn1c(=O)c2c(nc3n(-c4cccc(OC)c4)c(C)c(C)n23)n(C)c1=O | -1 | 0.0 | -5 | 0.0
COCCNc1ccc2nnc(CCNC(=O)c3ccccc3)n2n1 | -13 | 0.1 | -15 | 0.9
O=C(Nc1ccc2c(c1)CCC2)c1ccc2c(=O)n(Cc3cccc(Br)c3)c(=S)[nH]c2c1 | 5 | -0.1 | -3 | 1.7
CC(Oc1ccc([N+](=O)[O-])cc1)C(=O)NCc1ccncc1 (stereo unspecified) | 28 | 0.4 | 2 | -0.3
CCCc1nnc2sc(NC(=O)c3ccccc3F)nn12 | -1 | 0.9 | 1 | 1.1
Nc1nonc1-n1nnc(C(=O)N/N=C/c2ccncc2)c1-c1ccccc1 | 0 | 0.4 | -3 | 1.6

A different layout for part of the listing above.
CCCc1nnc2sc(NC(=O)c3ccccc3F)nn12
  MITF primary = -1
  FBW7 act = 0.9
  TEAD-YAP block = 1
  GPR151 activ = 1.1

O=C(Nc1ccc2c(c1)CCC2)c1ccc2c(=O)n(Cc3cccc(Br)c3)c(=S)[nH]c2c1
  MITF primary = 5
  FBW7 act = -0.1
  TEAD-YAP block = -3
  GPR151 activ = 1.7

CC1=C(C(=O)Nc2cccnc2)C(c2ccccc2Cl)n2ncnc2N1 (stereo unspecified)
  MITF primary = -11
  FBW7 act = 0.0
  TEAD-YAP block = 0
  GPR151 activ = 0.1

CCc1ccc(CN2CCC3(CC2)CC3C(=O)N2CCN(Cc3ccccc3)CC2)o1 (stereo unspecified)
  MITF primary = 1
  FBW7 act = 0.0
  TEAD-YAP block = 10
  GPR151 activ = 1.2

Remaining list, next part:
SMILES | MITF primary | FBW7 act | TEAD-YAP block | GPR151 activ
Cc1ccc2c(C#N)c(N)sc2n1 | 4 | -0.1 | -16 | 0.3
O=c1nc(SCc2cccnc2)c2c(n1Cc1ccccn1)CCC2 | 16 | 1.0 | 8 | -0.7
COc1nnc(-c2ccc(N3CCCCC3)c(NC(C)=O)c2)c2ccccc12 | 0 | 0.1 | -12 | 0.3
COCCOC(=O)C1=C(C)NC(=S)NC1c1ccc(OC)cc1 (stereo unspecified) | 5 | -0.1 | -6 | -1.3
COc1ccc(NC(=O)CSc2nnnn2C)c(OC)c1 | -6 | 0.0 | 19 | -0.2
CCN(CC)c1ccc(C2C(C(=O)OCCOc3ccccc3)=C(C)NC3=C2C(=O)CC(C)(C)C3)cc1 (stereo unspecified) | -1 | 0.1 | 6 | -0.4
CC(C)n1c(-c2ccccc2)nc2c(NCCCN3CCCC3=O)ncnc21 | 14 | 0.3 | 6 | -1.9
CCOC(=O)Cn1c(=O)oc2cc(S(=O)(=O)Nc3cccc(CC)c3)ccc21 | -1 | -0.1 | 17 | 0.7
Cc1nc(C)c(C(=O)N(c2ccccc2)C(C(=O)NC2CCCC2)c2ccncc2)s1 (stereo unspecified) | 14 | -0.1 | -6 | 0.2
COC(=O)Cc1ccc(N(Cc2ccccc2F)S(=O)(=O)c2ccccc2)cc1 | 5 | 0.7 | 7 | -1.7
Cc1oc2cc(OC(=O)N3CCOCC3)ccc2c(=O)c1-c1nc2ccccc2s1 | 13 | 0.1 | 3 | -1.6
COc1ccc(N2C(=O)CSC2c2ccc(C(C)(C)C)cc2)cc1OC (stereo unspecified) | 4 | -0.2 | -4 | 1.9
CCCc1cc(=O)[nH]c(SCC(=O)NC(C)C(C)C)n1 (stereo unspecified) | 5 | 0.2 | 1 | 0.1
